ERK EGF block = blocks ERK signaling stimulated by EGF; HEK293-V1b, EGF-stimulated phospho-ERK AlphaScreen; Potency, µM (series often up to 11.5 µM), for the others: at the highest dose activity change, negative = inhibition, most hits filed as inhibitors; 0.41% of 130,000 active; active = well fitted inhibition curve with a large enough effect; inconclusive = small, poorly fitted or top-dose-only effect, or effect the other way;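 note: plate controls were stimulated vehicle wells for no effect and unstimulated vehicle basal for full effect; nearly all actives have a fitted effect of over 55% in size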
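Readout: AlphaScreen signal for phosphorylated ERK in lysed HEK293 cells stably expressing V1b. Stimulus 25 nM EGF, 5 min, following 30 min compound exposure. Data scaled to DMSO basal and full EGF activation.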
Numbers without * were called inactive; ? = inconclusive; [ ] = remark or other dose. Potency is the fitted concentration of half-maximal effect. This is a subset, so the mix of outcomes need not match the whole.

SMILES	ERK EGF block
CCn1ncc(CNC(=O)C2(C)CC2(Cl)Cl)c1C (stereo not drawn)	5%
Cc1c(C(=O)Nc2ccc3c4c(cccc24)CC3)cccc1[N+](=O)[O-]	13%
C[C@@]1(C(NC(=O)c2ccccc2)c2ccc(-c3ccccc3)cc2)C[C@H]1C1CCCCC1 (stereo partly drawn)	8%
COC(=O)c1ccc(C(NC(=O)OCc2ccccc2)/C(I)=C/[C@@H](C)C(=O)NCc2ccc(C)o2)cc1 (stereo partly drawn)	-6%
COc1ccc(CC(=O)Nc2nn(C)c3nc4c(C)cccc4cc23)cc1	-7%[57.5 µM]
COc1ccc(CNC(=S)Nc2ccc3nc(N4CCOCC4)cc(C)c3c2)cc1	-9%
CSc1c(C#N)c(N)nc2sc(C(=O)c3ccc(Cl)c(Cl)c3)c(N)c12	3%[57.5 µM]
CCC(OC(=O)c1nsc(Cl)c1Cl)C(=O)NCc1cccs1 (stereo not drawn)	11%
CC(C)(C)NC(=S)NNC(=O)c1ccncc1	2%
O=C(O)c1csc(-c2ccc(Cl)cc2)n1	-10%
S=C(Nc1ccccc1Cl)NC1CC2CCCC(C1)N2C1CC1 (stereo not drawn)	2%
CCOC(=O)N1CCN(C(=O)CSCc2ccc(Cl)cc2)CC1	-11%[57.5 µM]
CC(C)OC(=O)CN1CCN(c2ccc(Cl)cc2)CC1	0%
c1ccc(-c2cc(-c3ccccc3)n3ncnc3n2)cc1	4%
CC(C)=Cc1c(O)nc2ccccn2c1=O	3%
S=C(Nc1ccccc1Cl)N1CCN(Cc2ccccc2)CC1	-4%
CCCCc1nc2sc3c(=O)[nH]cnc3c2c2c1CCCC2	0%[57.5 µM]
Cc1ccc(NC(=O)N[C@@H](CC(C)C)C(=O)O)c(C)c1	?
COc1ccc(Oc2ncc3nc(-c4ccccc4)c(=O)n(C4CC4)c3n2)cc1	2%
O=C(Cn1ccc([N+](=O)[O-])n1)c1ccccc1	-2%
CC(Sc1nncn1C)C(=O)Nc1ccc(S(N)(=O)=O)cc1 (stereo not drawn)	-6%[57.5 µM]
COc1ccc(-[n+]2c(C)cc(/C=C3\Sc4ccccc4N3C)cc2C)cc1	-4%
COC(=O)c1cc(N=CC2=C(O)CC(C)(C)CC2=O)cc(C(=O)OC)c1	10%
CC(=O)Nc1ccc2c(CSc3nncs3)cc(=O)oc2c1	-15%[57.5 µM]
N=C(N)SCc1ccccc1Cl	-14%

Grouped by structure, the compounds so far containing four or more nitrogen atoms
SMILES	ERK EGF block
COc1ccc(CC(=O)Nc2nn(C)c3nc4c(C)cccc4cc23)cc1	-7%[57.5 µM]
COc1ccc(CNC(=S)Nc2ccc3nc(N4CCOCC4)cc(C)c3c2)cc1	-9%
CSc1c(C#N)c(N)nc2sc(C(=O)c3ccc(Cl)c(Cl)c3)c(N)c12	3%[57.5 µM]
CC(C)(C)NC(=S)NNC(=O)c1ccncc1	2%
c1ccc(-c2cc(-c3ccccc3)n3ncnc3n2)cc1	4%
COc1ccc(Oc2ncc3nc(-c4ccccc4)c(=O)n(C4CC4)c3n2)cc1	2%
CC(Sc1nncn1C)C(=O)Nc1ccc(S(N)(=O)=O)cc1 (stereo not drawn)	-6%[57.5 µM]

Grouped by structure: the compounds so far containing a nitro group on carbon
SMILES	ERK EGF block
Cc1c(C(=O)Nc2ccc3c4c(cccc24)CC3)cccc1[N+](=O)[O-]	13%
O=C(Cn1ccc([N+](=O)[O-])n1)c1ccccc1	-2%

(cont.)
SMILES	ERK EGF block
O=C(c1ccccc1SCc1ccccc1)N1CCOCC1	-1%
CCOC(=O)c1c(C)[nH]c(C)c1C(=O)CSc1nnc(N)s1	-8%
O=C(COC(=O)CCC(=O)c1cccs1)NCc1ccc(Cl)cc1	1%
C=C(C)Cn1c(CNC(C)=O)nc2ccccc21	-1%
Cc1cc(=O)oc2cc(OCCSCCN3CCCCC3)ccc12	-5%[57.5 µM]
O=C(CNC(=O)c1ccc(Br)cc1)NCC(=O)OCC(=O)c1ccc([N+](=O)[O-])cc1	-1%
COc1ccccc1NC(=O)COC(=O)Cc1ccc(S(=O)(=O)N2CCCCC2)s1	-1%
O=Cc1ccccc1OCCOc1ccccc1C=O	-3%
O=C(CCN1C(=O)c2cccc3cccc(c23)C1=O)N1CCOCC1	-2%
COC(=O)c1nnn(CC(=O)NC(=O)Nc2ccccc2)c1C(=O)OC	-2%
CCOC(=O)N1CCC(NC(=O)c2ccc3nc(N4CCOCC4)sc3c2)CC1	5%
O=C(CN1CCN(c2ccc([N+](=O)[O-])cc2)CC1)Nc1ccccn1	13%
CCOC(=O)NC(=O)/C(C#N)=C\c1ccccc1	-1%
O=C(O)CSc1nnc(-c2ccc3c(c2)OCO3)n1-c1ccccc1	1%
O=C(CCc1ccccc1)Nc1nnc(-c2ccccn2)o1	12%
O=C(CSc1ncnc2c1nnn2Cc1ccccc1F)N1CCN(c2ccccc2)CC1	-7%
CCN1CCN(Cc2ccc(NC(=O)c3ccc(C)c(NC(=O)c4cccc5[nH]ccc45)c3)cc2C(F)(F)F)CC1	-2%[57.5 µM]
CCC(=O)NC(=S)Nc1ccc2oc(-c3ccc(OC)cc3)nc2c1	-6%
Cc1cccc(NC(=O)CSc2nc(C)c(Cc3ccccc3)c(=O)[nH]2)c1	-12%
CCOc1ccc(Oc2c(/C=N/NC(=O)C3CC3)c(C)nn2-c2ccccc2)cc1	10%
FC(F)(F)c1cccc(NC(=S)NCCN2CCOCC2)c1	-2%
CCOC(=O)Cn1c(=NC(=O)C(C)(C)C)sc2cc([N+](=O)[O-])ccc21	3%
CN1CCN(S(=O)(=O)c2cc([N+](=O)[O-])ccc2Cl)CC1	11%
CCOc1cc(C(=S)N2CCOCC2)ccc1OS(=O)(=O)c1ccccc1[N+](=O)[O-]	26%
COC(=O)c1ccc(C(NC(=O)OCc2ccccc2)/C(=C/[C@@H](C)C(=O)NCc2ccncc2)c2cccnc2)cc1 (stereo partly drawn)	-14%
SMILES	ERK EGF block
COc1cc(Cl)c(S(=O)(=O)n2cnc(C)c2)cc1Cl	0%
CSc1nc(-c2ccc(Cl)cc2)c(C#N)c(=O)[nH]1	8%
CCc1[nH]c(=S)c(C#N)c(-c2ccccc2)c1C(=O)OC	-3%
COC(=O)c1cccc(NC(=O)c2cnoc2C)c1	3%
O=C(CSc1nnc(-c2cccnc2)n1-c1ccc(F)cc1)NCc1ccc2c(c1)OCO2	3%
CCC(C)[C@H](NC(=O)NC1CCCc2ccccc21)C(=O)OC (stereo partly drawn)	9%[57.5 µM]
Nc1nc(=S)c2ncn([C@H]3O[C@@H](CO)[C@@H](O)[C@@H]3O)c2[nH]1	-4%[25.7 µM]
COc1cc(SC)ccc1C(=O)Nc1nc(C)cs1	-8%
COC(=O)Nc1ccc(Cc2ccncc2)cc1	-1%
c1ccc2c(c1)nc(NCc1ccc3c(c1)OCO3)n2CCN1CCOCC1	-3%
CC1CCCC(NC(=O)COC(=O)CCc2ccccc2)C1C (stereo not drawn)	2%
CCc1cc(C(=O)NNC(=S)Nc2ccccc2C)cs1	3%
CS(=O)(=O)N(CC(=O)NCc1ccccc1Cl)c1cccc([N+](=O)[O-])c1	?
CCN(CC)c1ccc(NC(=O)CCNC(=O)c2ccco2)cc1	1%
O=[N+]([O-])c1ccc2c(c1)ncn2-c1ccccc1	9%
Cc1nc(-c2ccc(S(=O)(=O)Nc3cccc(S(N)(=O)=O)c3)s2)cs1	-11%[57.5 µM]
NS(=O)(=O)c1ccc(N=Nc2c(O)c(C(=O)O)cc3ccccc23)cc1	-5%[57.5 µM]
N#Cc1cnc(Sc2ccccc2)nc1	1%
O=C(COC(=O)c1ccc([N+](=O)[O-])s1)Nc1ccc(Cl)cn1	4%
COC(=O)[C@@H]1C[C@@]2(O)[C@@H](O)[C@@H](O)[C@@H](O)C[C@H]2N1Cc1ccc(-c2ccccc2)cc1	6%
Cc1nccn1-c1ccc(C=O)cc1	-4%
O=C(OCCN1C(=O)c2ccccc2C1=O)c1ccccc1	5%
CCCCc1ccc(NC(=O)c2cnccn2)cc1	2%
COc1ccc(CN2CCNC(=O)C2CC(=O)N(C)Cc2ccon2)cc1OC (stereo not drawn)	-9%
O=[N+]([O-])c1cccc2cn[nH]c12	3%[57.5 µM]
SMILES	ERK EGF block
Cc1cc(/C=N/NC(=O)c2cccc(N(C)C)c2)c(C)n1-c1cc(C(=O)O)cc(C(=O)O)c1	-1%
COc1cc(C(=O)OCC(=O)Nc2ccc(C(C)=O)cc2)ccc1OCC(=O)N1CCOCC1	8%
OCCNc1nc(Cl)nc(NCc2ccco2)n1	12%
O=C(c1ccc(-c2ccccc2)cc1)C1CCCN(C(=O)Cn2cncn2)C1 (stereo not drawn)	-6%[57.5 µM]
Cn1nc(C(F)(F)F)c(C(=O)Nc2ccc(F)cc2)c1Cl	6%
CC(=O)c1ccc(OCCn2cnc3ccccc32)cc1	4%
COCCN1CC(O)=C(c2nc3ccccc3c(=O)[nH]2)C1=N	-4%

Four structures already listed, sorted by formula weight, ascending:
SMILES	ERK EGF block
COCCN1CC(O)=C(c2nc3ccccc3c(=O)[nH]2)C1=N	-4%
Cn1nc(C(F)(F)F)c(C(=O)Nc2ccc(F)cc2)c1Cl	6%
Cc1cc(/C=N/NC(=O)c2cccc(N(C)C)c2)c(C)n1-c1cc(C(=O)O)cc(C(=O)O)c1	-1%
COc1cc(C(=O)OCC(=O)Nc2ccc(C(C)=O)cc2)ccc1OCC(=O)N1CCOCC1	8%

Screens as filed in PubChem.
